CHT allo act: allosteric activators of human choline transporter CHT | Q9GZV3 | CHT-expressing cells, membrane potential dye, choline EC20; stronger effect = higher value; LV-AA mutant CHT in HEK293 cells | B-score at 10 µM | hit rate 0.49% among 310,000 | AID 488977;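 active = initial fluorescence not abnormally high and integrated response B-score, plate-corrected, over 3 SD above library mean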
Target sequence (Q9GZV3 whole entry, looked up): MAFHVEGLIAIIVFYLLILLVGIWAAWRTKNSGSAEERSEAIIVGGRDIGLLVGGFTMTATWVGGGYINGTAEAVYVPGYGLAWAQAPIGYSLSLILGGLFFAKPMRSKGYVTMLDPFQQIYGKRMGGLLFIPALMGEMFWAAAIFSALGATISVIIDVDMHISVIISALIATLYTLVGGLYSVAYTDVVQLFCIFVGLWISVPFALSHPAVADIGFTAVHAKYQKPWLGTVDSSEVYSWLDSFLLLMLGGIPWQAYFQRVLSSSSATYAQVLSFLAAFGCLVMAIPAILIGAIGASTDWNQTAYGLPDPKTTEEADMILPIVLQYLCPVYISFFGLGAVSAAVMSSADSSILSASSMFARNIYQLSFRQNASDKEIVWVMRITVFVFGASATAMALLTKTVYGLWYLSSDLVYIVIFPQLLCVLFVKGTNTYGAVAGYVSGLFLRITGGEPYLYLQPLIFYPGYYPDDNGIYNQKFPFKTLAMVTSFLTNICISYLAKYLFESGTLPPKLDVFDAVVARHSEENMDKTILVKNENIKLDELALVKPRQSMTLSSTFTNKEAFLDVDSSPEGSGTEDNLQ
OX1R antagonist: antagonists of human orexin 1 receptor; hit rate 0.43% among 330,000; CHO/OX1R cells, Fluo-8 calcium fluorescence, orexin A; inhibition, % at 5 µM;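 active = inhibition above its plate's threshold, mean inhibition of all tested compounds on the plate plus 3 SD, cut at about 37% in these data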;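 note: 0% = orexin A challenge wells and 100% = SB-334867-A antagonist wells; not every result past the cut was called active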
Target sequence (O43613 whole entry, looked up): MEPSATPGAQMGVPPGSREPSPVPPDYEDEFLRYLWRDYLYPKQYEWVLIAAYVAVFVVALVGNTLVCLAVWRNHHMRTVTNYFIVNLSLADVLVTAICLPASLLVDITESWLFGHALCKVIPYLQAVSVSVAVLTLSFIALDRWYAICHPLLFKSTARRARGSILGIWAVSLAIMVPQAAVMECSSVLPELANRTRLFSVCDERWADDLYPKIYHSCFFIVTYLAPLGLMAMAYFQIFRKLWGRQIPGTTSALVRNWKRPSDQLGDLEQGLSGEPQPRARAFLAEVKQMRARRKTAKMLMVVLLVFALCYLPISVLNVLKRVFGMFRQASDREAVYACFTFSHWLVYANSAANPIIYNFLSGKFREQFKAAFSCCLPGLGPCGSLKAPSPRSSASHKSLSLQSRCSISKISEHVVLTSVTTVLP
Numbers without * were called inactive; i = inactive; · = no result given.

SMILES | CHT allo act | OX1R antagonist
CC1CCN(CCCNC(=O)CCCNC(=O)Cn2cnc3sc4c(c3c2=O)CCCC4)CC1 | i | -29
COc1ccc(N(C)S(=O)(=O)c2cccc(C(=O)Nc3nc(C)c(C(C)=O)s3)c2)cc1 | · | 8
CCOC(=O)c1csc(-c2sccc2Br)n1 | i | -11
Cc1cc(OCC(=O)N2CCc3ccccc3C2)c2c(-c3ccccc3)cc(=O)oc2c1 | i | -23
COc1ccc(-c2csc(NNC3=NCCCCC3)n2)cc1 | i | -31
CC1(C)Cc2cccc(OCC(=O)Nc3ccccc3C(F)(F)F)c2O1 | i | -38
O=C(c1ccc(NC(=S)NCc2ccco2)cc1)N1CCOCC1 | i | -3
Cc1ccc(S(=O)(=O)c2cn(C)c3cc(N4CCOCC4)c(F)cc3c2=O)cc1 | i | -10
CC(c1ccccc1)C1NC(C(=O)O)CS1 (stereo not drawn) | i | -3
COc1ccc(-c2oc3ccc(N4CCOCC4)cc3c2C#CC2(O)CCCCC2)cc1 | i | -17
CC1CCCC(NC(=O)COC(=O)c2cc(=O)[nH]c3ccccc23)C1C (stereo not drawn) | · | -25
O=C(NC1CCCCC1)C(c1ccccc1)N(C(=O)Cc1ccsc1)c1ccccc1 (stereo not drawn) | i | -12
O=C(NCC1CCCO1)C1CCC(=O)N1CCc1ccccc1 (stereo not drawn) | i | -10
O=C1COc2ccc(C(=O)COC(=O)c3ccccn3)cc2N1 | i | -2
Clc1ccc(-c2nc(C3CCCCC3)no2)cc1 | i | -19
COc1ccccc1C(=O)Nc1ccc(OCC(=O)N2CCCCC2C)cc1 (stereo not drawn) | · | -16
CC(=O)c1cccc(N2C(=NC(=O)C(C)C)SC3CS(=O)(=O)CC32)c1 (stereo not drawn) | i | -15
CCCCn1c(=O)nc2n(-c3ccccc3)c3ccccc3cc-2c1=O | i | -43
Cc1cc(NC(=O)CSc2nnc(C(F)(F)F)n2C)no1 | · | -14
Cc1cc(NC(=O)c2ccc3[nH]c(C)c(C)c3c2)ccn1 | i | ·
COc1cnc(-c2ccccn2)nc1Oc1c(C)cccc1C | i | -12
COc1cc(NC(=O)CCCSc2nc(-c3ccco3)cc(C(F)(F)F)n2)cc(OC)c1OC | i | -11
O=C(C1=COCCO1)N1CCN(S(=O)(=O)c2cccc(F)c2)CC1 | · | -16
O=C(COc1ccccc1Cl)NCCCNC(=O)c1ccco1 | i | -1
CCC1(c2ccccc2)ON(c2c(Br)cccc2Br)C1=O (stereo not drawn) | · | -24

Compound profiles (already shown).
`CC1(C)Cc2cccc(OCC(=O)Nc3ccccc3C(F)(F)F)c2O1` as listed: CHT allo act: i; OX1R antagonist: -38
`CC1CCN(CCCNC(=O)CCCNC(=O)Cn2cnc3sc4c(c3c2=O)CCCC4)CC1` as listed: CHT allo act: i; OX1R antagonist: -29

Further results:
SMILES | CHT allo act | OX1R antagonist
C=CCN(C/C(=N\O)c1sc(C(=O)OCC)nc1C)c1cccc(Br)c1 | i | -42
O=C1CN(C(=O)N[C@@H](Cc2ccccc2)C(=O)N[C@H](Cc2ccccc2)C(=O)O)c2ccccc2N1 | i | -13
CCS(=O)(=O)c1ccc2oc(SCC(=O)NC34CC5CC(CC(C5)C3)C4)nc2c1 | i | -8
CCOC(=O)C1CCCN(C(=S)NC(=O)/C=C/c2ccc(F)cc2)C1 (stereo not drawn) | i | -36
Cc1cc(NC(=O)CCC(=O)N(CC(=O)NC2CCCC2)c2cccc(C)c2C)no1 | i | -28
CSc1sc(C(=O)NNC(C)=O)c2c1C=CCC2 | i | -16
C[C@]12CCC(O)CC1CCC1C2CC[C@]2(C)C(c3cc(C(F)(F)F)n[nH]3)CCC12 (stereo partly drawn) | i | 1
Cc1ccc(NC(=O)CCC(=O)NNS(=O)(=O)c2ccccc2)cc1C | i | -6
COc1ccc(OC)c2sc(N(CCN(C)C)C(=O)c3cc(Cl)sc3Cl)nc12 | i | -20
CC(=O)Nc1ccc(S(=O)(=O)Nc2cccc(-c3ccc4nncn4n3)c2)cc1 | i | 3
COc1cc(CC(NC(C)=O)C(=O)NC2CCN(C(=O)C3CC3)CC2)cc(OC)c1 (stereo not drawn) | i | 1
CCN1CCN(Cc2ccc(OCc3ccccc3)c(OC)c2)CC1 | i | -30
COc1cccc(CNC(=O)C2CC(=O)N(c3ccc4c(c3)OCCO4)C2)c1 (stereo not drawn) | i | -11
Cc1cccc(N(C(=O)c2snc(C(N)=O)c2N)C(C(=O)NCC2CCCO2)c2c[nH]c3ccccc23)c1 (stereo not drawn) | i | -10
CNS(=O)(=O)c1cccc(C(=O)NCC(c2ccco2)N(C)C)c1 (stereo not drawn) | i | -22
O=C(c1ccco1)N1N=C(C2CCCCC2)CC1(O)C(F)(F)F (stereo not drawn) | i | -38
Cc1cc(C(=O)O)ccc1-c1ccc(/C=N/n2cnnc2)o1 | i | ·
COc1ccc(NC(=O)C2CCN(S(=O)(=O)c3ccc4[nH]c(=O)oc4c3)CC2)c(OC)c1 | i | -14
COc1ccc(C(=O)CSc2nnc(CNc3ccc(F)cc3)o2)cc1 | i | -14
CC1CCCN(S(=O)(=O)c2ccc(C(=O)Nc3sc4c(c3C(N)=O)CCN(C)C4)cc2)C1 (stereo not drawn) | i | -5
O=C(O)c1ccc(Nc2ccc([N+](=O)[O-])c3nonc23)cc1 | i | ·
Cc1c(Cl)cccc1NC(=S)N1CCC(N(C)CC2CCCO2)CC1 (stereo not drawn) | i | -7
COc1ccc(NS(=O)(=O)c2cc(C)ccc2OC)cc1OC | i | -14
CCN(CC(=O)Nc1c(F)cccc1F)C(=O)c1ccc2c(c1)S(=O)(=O)N=C1CCCCCN12 | i | -6
COc1cc(C(C(=O)NC2CCCCC2)N(CCN2CCOCC2)C(=O)C2COc3ccccc3O2)cc(OC)c1OC (stereo not drawn) | i | -11

Reformatted: entries from further up
C=CCN(C/C(=N\O)c1sc(C(=O)OCC)nc1C)c1cccc(Br)c1
  CHT allo act: i | OX1R antagonist: -42

CCN1CCN(Cc2ccc(OCc3ccccc3)c(OC)c2)CC1
  CHT allo act: i | OX1R antagonist: -30

Cc1cc(C(=O)O)ccc1-c1ccc(/C=N/n2cnnc2)o1
  CHT allo act: i | OX1R antagonist: ·

Sorted by count of non-hydrogen atoms (ascending): 3 of the compounds above.
SMILES | CHT allo act | OX1R antagonist
COc1ccc(NS(=O)(=O)c2cc(C)ccc2OC)cc1OC | i | -14
CCOC(=O)C1CCCN(C(=S)NC(=O)/C=C/c2ccc(F)cc2)C1 (stereo not drawn) | i | -36
COc1cccc(CNC(=O)C2CC(=O)N(c3ccc4c(c3)OCCO4)C2)c1 (stereo not drawn) | i | -11

Further structures
SMILES | CHT allo act | OX1R antagonist
CCCS(=O)(=O)N1CCCC(C(=O)NCCCN2CCN(c3ccc(F)cc3)CC2)C1 (stereo not drawn) | i | -18
COc1ccc2c(C)nc(Nc3nc(C)c(C)c(=O)[nH]3)nc2c1 | i | -16
Cc1ccc(C(=O)NCC(=O)OCC(=O)Nc2ccc(Cl)cn2)cc1 | · | -29
COc1ccc(CCNC(=O)CSc2nc3ccccc3o2)cc1OC | i | -23
COC(CNC(=O)c1ccc(-n2c(=S)[nH]c3ccccc3c2=O)cc1)OC | i | -8
O=C(C/C=N/OCc1ccc(Cl)cc1Cl)c1ccccc1 | i | -12
COc1ccc([N+](=O)[O-])cc1NC(=O)CSc1ccccc1 | i | -19
Cc1ccc(C)c(OCCCN2CCNCC2)c1 | i | -1
CC(=O)Nc1ccc(/C(C)=N/NC(=O)c2ccc(CN3CCOCC3)cc2)cc1 | i | -5
Cc1ccc(CNC(=O)C(c2ccccc2)c2ccccc2)cc1 | i | -24
CC(Sc1nnnn1-c1ccc(O)cc1)c1nc2ccccc2c(=O)[nH]1 (stereo not drawn) | i | -6
CC(=O)N1CCc2cc(S(=O)(=O)N3CCCCCC3)ccc21 | i | -22
O=C(O)c1nn(CC(=O)N2CCN(c3ncc(C(F)(F)F)cc3Cl)CC2)c(=O)c2ccccc12 | i | -33
Fc1cccc(CCN2CCNC[C@@H]2Cc2ccccc2)c1 | i | -13
COc1cc(OC)cc(C(=O)NNC(=O)CCOc2ccccc2OC)c1 | · | -4
O=C(Nc1ccc(Cl)c(-c2nc3ccccc3[nH]2)c1)c1ccc2c(c1)OCO2 | i | -26
CN1CCN(C(=O)c2ccc(Cl)c(S(=O)(=O)N3CCCCCC3)c2)CC1 | i | -19
CCOc1ccc(OCCNC(=O)c2ccc3c(c2)nnn3CC)cc1 | · | -9
O=C(COc1ccccc1Cl)Nc1ccccc1C(=O)N1CCOCC1 | i | -7
Cc1nc2ncnn2c(C)c1CCC(=O)N1CCCCC1 | i | -3
Cc1c(Cl)cccc1NC(=O)CSc1nc2c(c(=O)[nH]1)CCCC2 | i | -13
NC(=O)/C(=C/c1ccco1)NC(=O)c1ccc(Br)o1 | i | 5
CCOC(=O)Cc1nnc2c(Nc3ccc(C)cc3)nc3nonc3n12 | i | -11
COc1ccc(NC(=S)NCCCN2CCOCC2)cc1 | i | -4
Cc1nn(-c2ccccc2)c(C)c1-c1nnc(-c2c(C)nn(-c3ccccc3)c2C)o1 | i | -32

Quoted at random: three entries already listed
SMILES | CHT allo act | OX1R antagonist
COc1ccc2c(C)nc(Nc3nc(C)c(C)c(=O)[nH]3)nc2c1 | i | -16
COc1ccc(NC(=S)NCCCN2CCOCC2)cc1 | i | -4
Cc1ccc(C(=O)NCC(=O)OCC(=O)Nc2ccc(Cl)cn2)cc1 | · | -29

Additional compounds:
SMILES | CHT allo act | OX1R antagonist
COc1ccc2nc(NC(=O)C3CCCN(S(=O)(=O)c4cccc5nsnc45)C3)sc2c1 (stereo not drawn) | i | -6
c1ccc(C2=Nn3c(nnc3-c3ccncc3)SC2)cc1 | i | 0
COc1ccc(NC(=O)CNC(=O)Cn2c(C)cc3ccccc3c2=O)cc1OC | i | 0
CC(C)Cc1nc(SCC(=O)N2CCCC2)c2c(=O)n(C)c(=O)n(C)c2n1 | i | -10
Cc1cc(C(=O)CSc2nnc(-c3ccccc3)n2Cc2ccc3c(c2)OCO3)c(C)n1C | i | -25
CCOc1nnc(C)c2c(C)n(-c3ccc(Cl)cc3)nc12 | i | -20
C=C1C(=O)O[C@@H]2[C@H]1[C@@H](OC(=O)/C(C)=C/C)C/C(C)=C\C(=O)/C=C(\C)[C@@H]2O | i | -9
Cc1cc(=O)[nH]c(N/N=C/C=C/c2ccccc2)n1 | i | -6
CCC(C)c1ccc(NC(=O)COc2c(F)c(F)c(C(F)(F)F)c(F)c2F)cc1 (stereo not drawn) | i | -32
Cc1ccnc2nc(NC(=O)c3ccco3)nn12 | i | 9
Cc1nc(NC(=S)NC(=O)COc2ccc(Cl)cc2)ccc1Br | i | -5
CCOc1cc(C)nc(Oc2ccc(=O)[nH]n2)n1 | i | 2
CC(C)Oc1ccccc1-c1nc(SCC(=O)O)n[nH]1 | i | -2
COc1cccc(C(=O)C2CCCN(Cc3c(C)n(C)n(-c4ccccc4)c3=O)C2)c1 (stereo not drawn) | i | -34
O=C(c1cccc(-c2ccco2)c1)N1CCCC(N2CCN(c3ccc(F)cc3)CC2)C1 (stereo not drawn) | i | -40
COCCNC(=O)c1cc(-c2ccccc2)nn1CC1CC(c2cccc([N+](=O)[O-])c2)=NO1 (stereo not drawn) | i | -24
Cc1ccc(C(=O)C2=C(O)C(=O)N(Cc3ccco3)C2c2cccc(Cl)c2)o1 (stereo not drawn) | i | -34
CCOc1ccc(OCC(=O)Nc2ccc(OC)cc2[N+](=O)[O-])cc1 | i | -4
Nn1c(SCC(=O)Nc2ccccc2F)nnc1C1CCCCC1 | i | -1
Cc1ccc(Nc2cc(C)nc(N3CCOCC3)n2)c(C)c1 | i | -28
Cn1c(=O)c2c(n3cnnc13)-c1ccccc1CC21CCCC1 | i | -24
COc1ccc(OC)c(CCNC(=O)c2ccc3c(c2)N(Cc2ccc(F)cc2)CCS3)c1 | i | 27
COc1ccc(O)c(/C=N/NC(=S)Nc2cccnc2)c1 | i | -6
CC1Cc2ccccc2N1Cc1cccc(S(=O)(=O)N(C)C)c1 (stereo not drawn) | i | -22
COc1cc2c(cc1NC(=O)COC(=O)C1CC(=O)N(Cc3ccco3)C1)oc1ccccc12 (stereo not drawn) | i | -2
The list goes on:
SMILES | CHT allo act | OX1R antagonist
Cc1cc(NC(=O)CN2CCCC2c2nc3ccccc3s2)no1 (stereo not drawn) | i | -32
Cn1c(CN2CCCCC2)nc2cc(NC(=O)c3ccc(Cl)cc3)ccc21 | i | -16
Cc1ccc(CSCC(=O)N(CCC(C)C)c2c(N)n(Cc3ccccc3)c(=O)[nH]c2=O)cc1 | i | -26
COc1ccccc1CNC(=O)CCNS(=O)(=O)c1cccc2nsnc12 | i | -1
O=C(O)Cc1c(C(=O)O)nnn1-c1ccc(Cl)cc1Cl | i | 4
Cc1ccc(-c2nc(CCNC(=O)c3ccco3)cs2)cc1 | i | -17
CN(C)CCCn1c(SCc2ccc(Cl)cc2)nnc1-c1ccncc1 | i | -28
COc1ccc(-c2cc(C(F)(F)F)n3ncc(C(=O)Nc4c(C)n(C)n(-c5ccccc5)c4=O)c3n2)cc1 | i | -3
COCCCNc1nc2nonc2nc1NCCSC | i | 0
Cc1cccc(NC(=O)CCC(=O)c2cccs2)n1 | i | -15
N#C/C(=C/c1ccc(N2CCCCCC2)o1)c1cccc(F)c1 | i | -17
CC(OC(=O)Cc1ccc(Br)cc1)C(=O)NC1CCCCC1C (stereo not drawn) | i | -24
COc1cccc(-n2c(C)c3c(OC)cccc(=O)c3c2C)c1 | i | -14
CC(C)n1c(Nc2ccccc2)nc2ccccc21 | i | -18
CCCC(=O)NCCc1nc2ccccc2n1CC(=O)c1ccccc1 | i | -21
COc1ccccc1N1CCN(C2CCCN(S(=O)(=O)c3ccc(C)cc3)C2)CC1 (stereo not drawn) | i | -33
CN(Cc1ccnc2ccccc12)C(=O)C1CCC(=O)N(Cc2ccccc2F)C1 (stereo not drawn) | i | -16
COc1ccccc1NC(=S)N1CCN(c2ccc(F)cc2)CC1 | i | -23
